High-throughput results from PubChem BioAssay.
MPTP inh = blocks calcium-induced mitochondrial swelling; isolated mouse mitochondria, Ca2+ swelling absorbance, 30 min; inhibition, % at 10 µM; actives 1.4% (n = 360,000);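 active means inhibition of 50% or more, scaled per plate between neutral and stimulator controls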;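 further: 0% = DMSO wells given calcium and 100% = 1 mM EGTA wells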
SENP8 inh = inhibitors of human SENP8 protease. Q96LD8. recombinant SENP8, Nedd8 substrate fluorescence. inhibition, % at 20 µM. actives 0.64% (n = 360,000); in the data active means inhibition mostly above about 40%, no sharp cut-off; inactive means mostly below about 27%
SENP6 inh = blocks the human protease SENP6 | Q9GZR1 | Recombinant SENP6 catalytic domain, aminoluciferin luminescence | inhibition, % at 10 µM | actives 1.8% (n = 330,000);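 active means inhibition above about 50% at the single tested dose, limit read from the data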;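 further: plate controls were DMSO wells with enzyme for no effect and DMSO wells lacking enzyme for full effect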
SENP7 block = SENP7 protease inhibition. Q9BQF6. recombinant SENP7, Z-RLRGG-aminoluciferin luminescence, 40 min. inhibition, % at 5 µM. actives 1.5% (n = 330,000). AID 434973;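 active means inhibition above about 50% at the single test dose, limit read from the data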;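 further: plate controls were DMSO with enzyme for no effect and no enzyme buffer wells for full effect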
HKDC1 inhibitor = HKDC1 (human) hexokinase inhibition; Q2TB90; recombinant HKDC1, G6PDH/diaphorase resazurin coupled fluorescence; inhibition, % at 20 µM; actives 0.16% (n = 340,000); AID 493160;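 active means inhibition above about 35% when tested at 20 µM, limit read from the data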;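 further: plate controls were DMSO wells with enzyme for no effect and DMSO wells lacking enzyme for full effect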
Target sequence (Q2TB90 whole entry, looked up): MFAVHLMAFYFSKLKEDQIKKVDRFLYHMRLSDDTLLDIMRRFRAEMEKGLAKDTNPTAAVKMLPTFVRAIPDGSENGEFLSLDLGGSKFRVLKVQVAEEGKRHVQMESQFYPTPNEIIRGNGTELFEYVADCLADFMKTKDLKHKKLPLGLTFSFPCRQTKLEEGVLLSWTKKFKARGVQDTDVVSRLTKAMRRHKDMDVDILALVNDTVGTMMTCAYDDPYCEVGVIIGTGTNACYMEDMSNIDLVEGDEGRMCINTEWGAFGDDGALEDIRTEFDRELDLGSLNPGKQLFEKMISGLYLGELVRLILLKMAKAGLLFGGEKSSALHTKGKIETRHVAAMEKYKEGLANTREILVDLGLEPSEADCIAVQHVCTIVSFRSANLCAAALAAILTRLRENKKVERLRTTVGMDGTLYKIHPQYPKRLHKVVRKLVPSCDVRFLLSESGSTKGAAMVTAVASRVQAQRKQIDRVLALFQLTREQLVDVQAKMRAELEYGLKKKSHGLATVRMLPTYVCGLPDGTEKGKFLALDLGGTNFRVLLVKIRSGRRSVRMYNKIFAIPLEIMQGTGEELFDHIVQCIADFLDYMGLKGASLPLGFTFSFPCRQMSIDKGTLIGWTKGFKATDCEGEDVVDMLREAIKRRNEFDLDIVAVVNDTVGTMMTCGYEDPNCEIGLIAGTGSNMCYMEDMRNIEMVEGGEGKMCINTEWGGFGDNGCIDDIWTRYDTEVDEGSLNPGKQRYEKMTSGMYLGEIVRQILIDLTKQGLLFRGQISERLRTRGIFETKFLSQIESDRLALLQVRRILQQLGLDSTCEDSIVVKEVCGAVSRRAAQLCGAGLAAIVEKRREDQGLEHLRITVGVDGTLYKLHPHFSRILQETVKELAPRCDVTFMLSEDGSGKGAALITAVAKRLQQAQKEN
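test system = in-house recombinant HK5 (HKDC1) enzyme | amount = HKDC1 at 5 µg/mL | control set = DMSO-enzyme wells negative, buffer-substituted wells positive | compound = one dose of 20 µM, 1% DMSO | schedule = reaction time 90 min, room temperature, protected from light | technique = resorufin fluorescence at 613 nm | reagent = glucose with 1 mM ATP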
PfG6PD inh = PfG6PD (Plasmodium falciparum) enzyme inhibition | PfGluPho enzyme, NADPH resazurin-diaphorase fluorescence | inhibition, % at 20 µM | actives 0.78% (n = 350,000);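 active means inhibition reaching at least a set limit at 20 µM in the primary screen, cut at about 59% in these data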;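 further: 0% = DMSO wells with substrate and 100% = DMSO wells lacking glucose-6-phosphate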
ATG4B inhibitor = inhibitors of human ATG4B cysteine protease; Q9Y4P1; actives 0.51% (n = 340,000); inhibition, % at 8.33 µM; ATG4B cleavage of LC3-PLA2, NBD-HPC fluorescence, 1 h; in the data active means inhibition above about 40%
NR3A LBD binder = modulators (binders) of human NR3A ligand-binding domain | actives 2.5% (n = 340,000) | Tm shift relative to glycine control, % at 25 µM | NR3A LBD differential scanning fluorimetry, Tm shift; 0% = protein alone, 100% = glycine-bound protein;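 active means melting temperature shift of at least 10% of the positive control shift, at one fixed dose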
* = called active by the depositor; . = no result given; & = joins results of further samples; ! = not confirmed by another sample.

smiles,HKDC1 inhibitor,ATG4B inhibitor,SENP8 inh,MPTP inh,SENP6 inh,NR3A LBD binder,PfG6PD inh,SENP7 block
CC(C(=O)NCCS(=O)(=O)c1ccc(Cl)cc1)S(=O)(=O)c1ccccc1 (configuration not stated),0.1,2.1,15.4,0.7,-6.3,-2.4,-3.9,1.4
Cc1c(C(=O)N2CCC[C@H]2CO)oc2c(F)cccc12,-4.6,0.1,6.4,0.9,-0.2,0.2,-15.6,7.3
CC1C(=O)Nc2ccc(S(=O)(=O)NCCc3ccc(Cl)cc3)cc2NC1=O (configuration not stated),-2.7,0.4,11.9,-0.4,-10.1,-1.0,13.7,11.0
O=C(NCc1cn2ccsc2n1)c1c(F)cccc1Cl,-2.8,0.3,15.1,-0.1,-0.3,-4.9,-6.6,-15.1
COc1ccc(S(=O)(=O)n2oc(=O)cc2-c2ccccc2)cc1,4.4,-13.5,3.3,0.4,-3.4,1.3,3.0,7.8
CCCCNCC(O)(c1ccc(Cl)cc1)c1ccc(Cl)cc1,-7.7,-4.4,12.1,20.7,8.1,-4.5,3.3,-0.8
Cc1cccc(C)c1NC(=S)N(Cc1ccccc1)Cc1cccnc1,-5.4,-2.7,20.9,0.8,-13.6,0.0,-5.5,5.4
COc1cccc(C(=O)NCC2CCN(c3ccc(S(=O)(=O)N4CCOCC4)cc3)CC2)c1,5.9,-10.8,14.0,2.8,-13.5,0.3,-4.4,-3.4
CCCCc1ccc(NC(=S)NCc2cccs2)cc1,-0.4,24.7,17.8,84.3*,8.5,11.2*,-2.9,-6.9
CCN1C(=O)/C(=C\C=C\c2ccccc2[N+](=O)[O-])SC1=S,8.3,2.7,18.6,-0.6,-6.6,-7.9,-0.9,4.9
O=Cc1sc([O-])nc1-[n+]1ccc2ccccc2c1,-1.6,-6.4,.,.,-0.1,1.1,6.3,-6.7
O=C(CNc1cccc(Cl)c1)c1ccc(Cl)cc1,-12.7,4.2,10.3,2.1,-8.9,-0.1,-36.1,-6.4
O=C(Nc1ccccc1C(=O)N1CCN(CCO)CC1)c1cccc([N+](=O)[O-])c1,-2.3,1.1,6.9,-1.4,-7.0,0.3,-1.4,14.1
Cc1ccc(S(=O)(=O)N2CCC(C)CC2)cc1[N+](=O)[O-],4.0,2.0,7.8,-1.4,.,-0.3,-2.2,.
O=C1CCN(Cc2ccccc2)CCN1CCSc1ccccc1,-3.3,1.6,7.2,-0.5,-7.5,0.2,14.3,5.7
OCCC1CN(Cc2cccn2-c2cccnc2)CCN1C1CCCC1 (configuration not stated),-5.4,1.4,2.4,1.7,-5.2,0.5,-8.0,-0.8
Cc1cccc(C(=O)Nc2nnc(S(=O)(=O)N3CCOCC3)s2)c1,-2.5,4.1,-191.9,-0.8,1.9,-1.1,68.1*,-1.2
Nc1cccc(-c2c[nH]c3ncc(-c4cccnc4)cc23)c1,2.7,-6.4,-229.2,-1.7,.,-3.1,25.1,.
C=CCNC(=O)c1ccc(-c2nc(-c3ccccc3)cs2)cc1,-2.1,3.5,-215.2,3.9,4.0,2.5,12.3,8.5
COc1ccc(-n2c(C)cc(C(=O)CN3C(=O)c4ccccc4C3=O)c2C)cc1,0.5,0.0,17.4,-4.7,-4.6,-8.4,12.4,-1.5
O=C(CN1C(=O)NC2(CCc3ccccc32)C1=O)c1ccc(Br)s1 (configuration not stated),8.2,-6.1,2.9,0.8,4.1,-0.8,9.6,5.2
Cc1cc2c(OCC(O)CN3CCCC3)cccc2[nH]1 (configuration not stated),11.8,-8.0,15.1,-0.7,-5.7,-1.9,-34.5,-0.8
Cc1ccc(S(=O)(=O)Nc2cccc(S(=O)(=O)N3CCCC3)c2)cc1C,0.8,-8.7,9.3,-1.5,-6.1,4.6,-10.8,2.1
Cc1ccc(SC(C)C(=O)NCc2ccc(F)cc2)cc1 (configuration not stated),-5.0,8.3,19.7,-0.1,-9.6,1.4,0.1,1.6
O=C(Nc1cc2c(cc1Cl)-c1ccc([N+](=O)[O-])cc1C2=NO)C(F)(F)F,1.5,-0.8,12.6,2.6,.,2.8,16.3,.

Brought forward from above: five entries, followed by the next part.
smiles,HKDC1 inhibitor,ATG4B inhibitor,SENP8 inh,MPTP inh,SENP6 inh,NR3A LBD binder,PfG6PD inh,SENP7 block
O=C(CN1C(=O)NC2(CCc3ccccc32)C1=O)c1ccc(Br)s1 (configuration not stated),8.2,-6.1,2.9,0.8,4.1,-0.8,9.6,5.2
Cc1cc2c(OCC(O)CN3CCCC3)cccc2[nH]1 (configuration not stated),11.8,-8.0,15.1,-0.7,-5.7,-1.9,-34.5,-0.8
Cc1ccc(S(=O)(=O)Nc2cccc(S(=O)(=O)N3CCCC3)c2)cc1C,0.8,-8.7,9.3,-1.5,-6.1,4.6,-10.8,2.1
Cc1ccc(SC(C)C(=O)NCc2ccc(F)cc2)cc1 (configuration not stated),-5.0,8.3,19.7,-0.1,-9.6,1.4,0.1,1.6
O=C(Nc1cc2c(cc1Cl)-c1ccc([N+](=O)[O-])cc1C2=NO)C(F)(F)F,1.5,-0.8,12.6,2.6,.,2.8,16.3,.
COC(C[C@@H](O)C[C@@H](O)COCc1ccccc1)OC,-2.1,18.3,16.0,0.9,-1.4,0.2,-5.7,-2.0
CC(=O)N1CCCc2cc(S(=O)(=O)N3CCCC3)ccc21,1.6,0.2,23.5,-0.3,1.1,-0.1,-26.2,-4.2
CCCCc1nc2cc(C(=O)N3CCCCC3C(=O)OC)ccc2o1 (configuration not stated),-2.1,-4.6,2.8,-1.9,-10.0,-0.8,12.3,-7.4
Cc1ccc(NS(=O)(=O)c2ccc(C(=O)NCc3cccnc3)cc2)cc1,-3.4,-1.5,3.4,0.1,12.5,2.9,10.6,-7.9
Cc1c(O)ccoc1=O,-3.9,-7.2,34.8,-0.9,-0.4,-1.9,9.1,-5.8
Cc1cnc(C(=O)OCC(=O)c2ccc[nH]2)cn1,-3.5,-2.5,-5.3,-2.8,-2.3,-0.1,-0.2,-15.0
COc1ccc(OCc2nnc(SCC(=O)NC3CC4CCC3C4)o2)cc1 (configuration not stated),-8.3,-3.1,3.1,-0.4,-21.9,-1.0,-3.0,-7.9
CCc1cccc(CC)c1NC(=O)CSc1nnc(CCC(=O)O)c(=O)[nH]1,1.0,-1.4,14.1,0.3,3.0,-1.9,-14.6,-7.2
Cn1c(SCC(N)=O)nnc1-c1ccc(S(=O)(=O)N2CCCC2)cc1,-5.3,5.2,-1.8,0.3,-3.6,6.5,4.8,1.0
Cc1cccc(C)c1OCC(=O)NNC(=O)CCNC(=O)c1ccc(Br)cc1,1.2,1.1,6.9,-0.1,0.0,3.5,-12.1,0.1
COc1ccc(/C=N/N=C2/NC(=O)C(CC(=O)O)S2)cc1OCc1ccccc1Cl (configuration not stated),-9.6,8.1,6.8,0.9,5.4,0.3,-21.6,5.2
Cc1ccc(C(=O)NCCCN2CCOCC2)cc1,-9.5,-7.1,18.8,-2.7,-0.7,1.3,5.3,-3.5
C=CCn1c(C)cc(C(=O)Cn2nc(C(=O)O)c3ccccc3c2=O)c1C,-3.5,0.8,-4.9,0.9,13.6,-6.3,2.8,-0.1
CN(C)S(=O)(=O)c1cccc(C(=O)Nc2cc(Cl)cc(Cl)c2)c1,-3.4,-10.1,18.8,3.6,0.1,2.3,10.7,-9.6
CC(C)C(c1nnnn1C1CCCCC1)N1CCCc2ccccc21 (configuration not stated),7.3,-2.4,-2.4,3.9,-11.2,2.4,6.6,-9.3
NC(=S)N/N=C/c1coc2ccc(Br)cc2c1=O,12.3,-2.6,-12.2,7.0,-22.3,-10.8,1.7,-3.0
CCn1c(=O)c2sccc2n2c(CCCC(=O)NCCc3ccc(S(N)(=O)=O)cc3)nnc12,-7.6,4.7,12.0,-1.7,9.4,-3.0,-11.1,-1.2
O=c1c2cnn(-c3ccc(F)cc3)c2ncn1Cc1ccc(F)cc1,-4.5,-6.0,29.5,0.6,3.7,-2.5,-3.7,4.3
CCOc1nc(Nc2cc(Cl)ccc2OC)nc(OCC)n1,-0.2,-0.9,17.3,3.0,9.7,-0.4,-10.5,6.3
COc1cc(/C=C2\CC/C(=C\c3ccc(OCCO)c(OC)c3)C2=O)ccc1OCCO,-6.7,-1.6,-121.4,2.9,-7.8,-5.5,10.3,-13.7
CN(Cc1ccccc1)C(=O)c1cc(-c2ccc(Br)cc2)on1,-4.8,8.5,5.5,0.2,-4.0,-2.6,15.0,0.5
COC(=O)C[C@H](NC(=O)Cn1cnc(C(=O)Nc2ccc(C)c(C)c2)n1)C(=O)OC,-2.9,-5.8,8.1,-2.3,.,1.2,-2.7,6.3
COc1cccc(NC(=O)CSc2nnc(C3CCCCC3)n2N)c1,0.5,-10.8,5.7,-1.0,-10.7,-1.1,7.3,4.2
COc1c(Br)cc([N+](=O)[O-])c(OC)c1C(=O)NC(=O)Nc1nc(C)cc(C)n1,-1.6,-6.0,-3.8,1.9,8.1,-2.6,-1.0,5.5
CC(C)C(NS(=O)(=O)c1cccc(C(F)(F)F)c1)C(=O)NCc1cccs1 (configuration not stated),-0.7,0.8,5.9,1.7,-12.9,0.4,12.9,-13.9
O=C1NC(=S)SC1=Cc1ccccc1Cl,7.2,3.5,30.6,89.5*,.,-4.9,-36.8,.
CN(Cc1ccccc1F)c1ncnc2sccc12,-1.1,-1.9,-6.7,-1.7,6.3,2.0,2.8,7.9
Cc1c(-c2ccccc2)oc2c(C(=O)OCC(=O)Nc3cccc(F)c3)cccc2c1=O,-9.8,-7.9,12.1,1.3,-11.8,-2.5,-11.8,4.6
CC(C)(CNC(=O)c1cc2ccccc2o1)N1CCOCC1,-3.4,3.9,8.2,-0.2,10.7,-0.3,13.5,-4.6
Cc1cccc(CSCc2ccc(C(=O)O)o2)c1,1.6,1.0,4.0,0.3,-3.4,1.6,-20.7,-10.5
CS(=O)(=O)c1ccc2nc(NC(=O)C3=NN(c4ccccc4)C(=O)CC3)sc2c1,1.3,-15.0,-297.0,1.0,-0.4,-2.4,-30.7,5.5
O=C(CSc1nnc(-c2ccncc2)o1)NCc1ccccc1Cl,-5.3,-0.2,5.4,-0.5,0.3,-0.3,0.4,3.5
O=c1[nH]c(SCc2ccccc2F)nc2ccccc12,-2.0,14.6,-9.4,1.2,3.7,-1.4,-3.5,-3.7
COc1ccc(N(CC(=O)N2CCN(c3ccccc3F)CC2)S(=O)(=O)c2ccc(C)cc2)cc1,3.0,7.1,22.8,0.9,0.9,-0.8,4.5,-1.0
COc1cc(NC(=O)c2cncc(-c3ccc(C#N)cc3)c2)cc(C(=O)Nc2cccc(C(F)(F)F)c2)c1,-4.4,9.3,-349.8&-123.6,93.8*!,-4.0,-1.3,-8.9&-12.8,-7.5
S=c1[nH]nc(-c2ccncc2)n1/N=C/c1ccccc1,-2.0,-5.9,15.2,-0.3,4.5,0.2,5.2,6.1
COc1ccc(Oc2coc3cc(OC(=O)/C=C/c4ccccc4)ccc3c2=O)cc1,-4.0,3.4,-29.1,2.3,9.5,1.3,-2.1,3.5
O=[N+]([O-])C(/C=C(\Cl)[N+](=O)[O-])=C1N(Cc2ccc(Cl)nc2)CCN1Cc1ccc(Cl)nc1,-3.9,-3.2,20.4,0.2,-2.3,2.1,-0.2,-16.8
NCCNC[C@@H]1COC2(CCCCCCCCCCC2)O1,-2.7,-8.7,16.7,-1.8,-40.2,1.3,4.3,2.7
